Growth percent in the NCI-60 one-dose screen (48 h, 10 µM unless noted): 100 = growth as untreated, 0 = no growth, -100 = all killed.
SF-539 = SF-539 CNS cancer; AID 1794752; hit rate 6.8% among 81,000
SW-620 = SW-620 colon cancer; AID 1794795; hit rate 5.2% among 82,000
HT29 = HT29 colon cancer. hit rate 7.4% among 81,000
SNB-19 = SNB-19 CNS cancer cells. hit rate 2.5% among 81,000
PC-3 = PC-3 prostate cancer cells; hit rate 3.9% among 80,000
SNB-75 = SNB-75 CNS cancer | hit rate 5% among 79,000 | AID 1794750
KM12 = KM12 colon cancer cells. hit rate 5% among 82,000. AID 1794800
HCC-2998 = HCC-2998 colon cancer | AID 1794799 | hit rate 4.7% among 79,000
DU-145 = DU-145 prostate cancer | hit rate 4.2% among 81,000
An asterisk follows results filed as active; nt = no result given; [ ] = dose if it differs, or a comment. Rule for the calls: active = growth percent below 10; inactive = the rest. Rows are unselected; 11% or so of the library scored in one or more.

SMILES	SF-539	SW-620	HT29	SNB-19	PC-3	SNB-75	KM12	HCC-2998	DU-145
O=C(/C=C/CN1CCCCC1)Nc1cc2c(Nc3ccc(F)c(Cl)c3F)ncnc2cc1OCCOC(F)F	17	10	2.3*	41	1.8*	-12*	36	41	18
O=C(NCc1ccc2c(c1)OCO2)NCC1CCCC(CNC(=O)NCc2ccc3c(c2)OCO3)C1 (centres undefined)	103	98	110	88	102	97	105	102	108
COc1ccc(CN2CCc3c(nc(N)[nH]c3=O)C2)c(OC)c1	103[100 µM]	103[100 µM]	102[100 µM]	91[100 µM]	100[100 µM]	86[100 µM]	98[100 µM]	121[100 µM]	116[100 µM]
CCOc1ccccc1NC(=O)CN1CCN(C(=O)c2ccco2)CC1	98	87	98	64	72	97	71	103	80
COC(=O)c1ccc(Cn2cnc3c(Cl)ncnc32)cc1	95	119	121	107	87	102	105	105	109
NC(=O)c1nccc2ccccc12	103	109	92	103	100	86	107	112	113
Cc1csc(Nc2nc(-c3ccccn3)nc(C(Cl)(Cl)Cl)n2)n1	94	86	68	81	91	90	83	107	70
CN1CCN(c2c3c(c(C#N)c4nc5ccccc5n24)CCC3)CC1	103	105	94	101	102	98	94	108	103
COP(=O)(OC)C(C)(C)CC(=O)CC(C#N)(C#N)C(C#N)C#N	102	104	107	99	92	98	104	93	113
COc1ccc(Cn2c(C(N)=O)cc3c2-c2nc(Nc4ccccc4)ncc2CCC3)cc1	93	83	79	79	75	74	28	102	97
COC(=O)c1cc(N)nn1C	107	95	115	103	101	92	119	102	98
CC1=N/C(=C\c2ccccc2Cl)C(=O)N1CCc1ccc(S(N)(=O)=O)cc1	100	104	106	106	100	87	105	109	111
COCCn1c(=S)sc2c(NCc3ccc(Cl)cc3)nc(-c3ccc(Cl)cc3)nc21	88	101	99	100	78	98	103	104	107
O=C(/C=C/c1c(-c2ccc(F)cc2)nc2sccn12)c1ccc[nH]1	88	100	100	96	81	85	92	98	106
COc1ccc(C/C(C)=C(/c2ccc(OCCN3CCCCC3)cc2)c2ccc(OC(=O)NCc3ccccc3)cc2)cc1	-92*	-84*	-88*	-91*	-96*	-89*	-81*	-92*	-97*
OCCN1CCCCCC1	95	105	98	104	95	91	103	98	107
CCOC(=O)Cc1csc(NC(=O)NCn2c(=O)[nH]c3ccccc3c2=O)n1	91	104	99	93	88	nt	99	99	109
CCSc1nc(N)cc(=O)[nH]1	105	121	102	102	86	103	113	114	122
COC(=O)/C=C1/SC(=Nc2ccc(C)cc2)N(CCc2c[nH]c3ccc(O)cc23)C1=O	43	44	91	52	39	52	44	47	27
CCOC(=O)n1cc(-c2nonc2-c2cn(C(=O)OCC)c3ccc(Br)cc23)c2cc(F)ccc21	82	88	80	73	69	55	80	81	94
O=C(O)CCc1ccccc1Cl	111	110	110	102	98	99	114	105	127
CCCCC[C@H]1C/C=C2/C(=O)C(Cl)=C[C@@H]2C/C=C\CCCC(=O)O[C@@H](CCCCC)C/C=C2/C(=O)C(Cl)=C[C@@H]2C/C=C\CCCC(=O)O1	-11*	-42*	-56*	-58*	-38*	12	-73*	-89*	-31*
O=C1c2ccccc2C(=O)C1[N+](=O)[O-]	96	101	94	103	81	90	103	108	112
FC(F)(F)c1nnc2n1N=C(c1ccccc1)C2	104	97	105	100	94	80	110	113	110
Oc1ccc(CSc2nnc(-c3ccc(Cl)cc3)n2-c2ccccc2)c2cccnc12	22	24	93	13	19	17	21	33	39
Continued:
SMILES	SF-539	SW-620	HT29	SNB-19	PC-3	SNB-75	KM12	HCC-2998	DU-145
CC(C)(C)c1cc(-n2c(-c3ccc(Cl)cc3)nc3cc(C(=O)Nc4ccc(Cl)cc4)ccc32)n[nH]1	83	56	90	60	34	61	26	64	80
COc1cc2nc(Cl)nc(Nc3cccc(C(=O)/C=C/c4ccc(Cl)cc4)c3)c2cc1OC	50	-5.9*	20	55	56	81	41	93	88
CC(=O)OCC1OC(OC(C)=O)C(NC(=O)NS(=O)(=O)c2ccc(Br)cc2)C(OC(C)=O)C1OC(C)=O (centres undefined)	95	105	110	104	97	95	104	111	111
COC(=O)Nc1csc2c1NC(=O)CCCC2	99	113	106	96	103	98	111	110	112
COc1cc(/C(=C2/O[C@@H]([C@H]3COC(C)(C)O3)[C@H]3OC(C)(C)O[C@@H]23)c2cccc(N)c2)cc(OC)c1OC	107	nt	108	113	91	95	100	nt	69
Clc1ccc(SCN(c2ccccc2)c2ccccc2)cc1	101	105	86	104	77	91	101	122	105
CCOC(=O)c1cn(CC(=O)c2ccccc2)c2nc(NCc3ccc(OC)c(OC)c3)nn2c1=O	97	101	90	100	81	105	94	104	97
Nc1nc(N)c(C=Nc2ccc(Br)cc2)c(Nc2ccc(Br)cc2)n1	101	100	101	100	nt	91	86	84	107
Nc1cc(-c2ccc(Cl)cc2)nn1-c1nc(-c2ccc(Cl)cc2)cs1	96	103	94	91	92	83	101	102	105
COc1ccc2c(c1)/C(=C1/S/C(=N/c3nnc(-c4ccc(O)cc4)s3)NC1=O)C(=O)N2Cc1ccc(Cl)cc1	104	109	98	101	80	76	98	100	103
Cn1cc(/C=C(\C#N)C(=O)Nc2ncc(Cc3cccc(Cl)c3Cl)s2)c2ccccc21	94	92	101	98	87	105	91	91	103
C#Cc1cc(C(=O)Nc2cc(-n3cnc(C)c3)cc(C(F)(F)F)c2)ccc1C	113	125	101	104	83	111	100	137	100
CC(=O)OCCc1ccccc1C#N	105	108	104	95	85	90	100	nt	108
CNc1ccccc1	96	97	90	98	90	96	102	96	108
NC(=O)c1[nH]c2cccnc2c1Sc1cccc(Cl)c1	95	117	87	105	95	84	98	96	111
NS(=O)(=O)c1ccccc1NCCC(=O)c1ccccc1	99	104	115	106	114	90	109	113	107
N=c1c2c(N)[nH]nc2nc2n1-c1ccccc1Sc1ccccc1-2	110	112	111	99	87	64	97	85	112
O=C(c1ccc2c(c1)C(=O)NC2=O)c1ccc2c(c1)C(=O)NC2=O	97	106	100	102	99	86	109	103	118
COc1ccc(OC)c(/C=C2\Cc3c(Br)cccc3C2=O)c1	92	98	108	93	106	90	91	89	107
O=C(O)CSCC(=O)Nc1ccccc1Cl	94	102	109	nt	102	126	107	110	113
O=C1CCCN1c1ccc(S(=O)(=O)N2CCN(Cc3ccccc3)CC2)cc1	93	97	101	99	78	86	93	103	100
COc1cc(C2N=C(NN)NC(C)=C2C(C)=O)ccc1O (centres undefined)	101	106	110	98	109	87	101	113	108
Cc1ccc(C2NCc3c(nc4c(c(C)nn4-c4ccccc4)c3-c3ccc(Cl)cc3)N2)cc1 (centres undefined)	102	104	101	99	74	90	105	101	110
Cc1ccc2nc(-c3c(CCCO)noc3N)[nH]c(=O)c2c1	97	103	113	113	96	82	102	128	117
Cc1nc2ccccc2nc1SCc1n[nH]c(=S)o1	95	105	103	102	86	87	99	103	103

Reformatted with values under each structure: part of the list above
Second line of a record – SF-539, SW-620, HT29, SNB-19, PC-3, SNB-75, KM12, HCC-2998, DU-145
CC(C)(C)c1cc(-n2c(-c3ccc(Cl)cc3)nc3cc(C(=O)Nc4ccc(Cl)cc4)ccc32)n[nH]1
→ 83, 56, 90, 60, 34, 61, 26, 64, 80
COc1cc2nc(Cl)nc(Nc3cccc(C(=O)/C=C/c4ccc(Cl)cc4)c3)c2cc1OC
→ 50, -5.9*, 20, 55, 56, 81, 41, 93, 88
CC(=O)OCC1OC(OC(C)=O)C(NC(=O)NS(=O)(=O)c2ccc(Br)cc2)C(OC(C)=O)C1OC(C)=O (centres undefined)
→ 95, 105, 110, 104, 97, 95, 104, 111, 111
COC(=O)Nc1csc2c1NC(=O)CCCC2
→ 99, 113, 106, 96, 103, 98, 111, 110, 112
COc1cc(/C(=C2/O[C@@H]([C@H]3COC(C)(C)O3)[C@H]3OC(C)(C)O[C@@H]23)c2cccc(N)c2)cc(OC)c1OC
→ 107, nt, 108, 113, 91, 95, 100, nt, 69
Clc1ccc(SCN(c2ccccc2)c2ccccc2)cc1
→ 101, 105, 86, 104, 77, 91, 101, 122, 105
CCOC(=O)c1cn(CC(=O)c2ccccc2)c2nc(NCc3ccc(OC)c(OC)c3)nn2c1=O
→ 97, 101, 90, 100, 81, 105, 94, 104, 97
Nc1nc(N)c(C=Nc2ccc(Br)cc2)c(Nc2ccc(Br)cc2)n1
→ 101, 100, 101, 100, nt, 91, 86, 84, 107
Nc1cc(-c2ccc(Cl)cc2)nn1-c1nc(-c2ccc(Cl)cc2)cs1
→ 96, 103, 94, 91, 92, 83, 101, 102, 105
COc1ccc2c(c1)/C(=C1/S/C(=N/c3nnc(-c4ccc(O)cc4)s3)NC1=O)C(=O)N2Cc1ccc(Cl)cc1
→ 104, 109, 98, 101, 80, 76, 98, 100, 103
Cn1cc(/C=C(\C#N)C(=O)Nc2ncc(Cc3cccc(Cl)c3Cl)s2)c2ccccc21
→ 94, 92, 101, 98, 87, 105, 91, 91, 103
C#Cc1cc(C(=O)Nc2cc(-n3cnc(C)c3)cc(C(F)(F)F)c2)ccc1C
→ 113, 125, 101, 104, 83, 111, 100, 137, 100
CC(=O)OCCc1ccccc1C#N
→ 105, 108, 104, 95, 85, 90, 100, nt, 108
CNc1ccccc1
→ 96, 97, 90, 98, 90, 96, 102, 96, 108
NC(=O)c1[nH]c2cccnc2c1Sc1cccc(Cl)c1
→ 95, 117, 87, 105, 95, 84, 98, 96, 111

Exported with two lines to a compound: part of the list above
Order of results: SF-539, SW-620, HT29, SNB-19, PC-3, SNB-75, KM12, HCC-2998, DU-145
> COc1cc(C2N=C(NN)NC(C)=C2C(C)=O)ccc1O (centres undefined)
 : 101, 106, 110, 98, 109, 87, 101, 113, 108
> Cc1ccc(C2NCc3c(nc4c(c(C)nn4-c4ccccc4)c3-c3ccc(Cl)cc3)N2)cc1 (centres undefined)
 : 102, 104, 101, 99, 74, 90, 105, 101, 110

Next compounds:
SMILES	SF-539	SW-620	HT29	SNB-19	PC-3	SNB-75	KM12	HCC-2998	DU-145
O=S(=O)(c1ccccc1)N1CCCc2ccccc21	102	104	100	97	91	95	100	103	112
Cc1nc2sc(C(=O)Nc3cccc4ccncc34)c(N)c2cc1C(C)O (centres undefined)	96	83	97	78	58	92	84	106	91
Cc1cc(C)c(-c2cc(O)c(-c3c(C)cc(O)c(C)c3C)cc2O)c(C)c1C	90	56	46	76	36	75	77	93	81
OC(c1ccccc1)C(NC(Cc1ccccc1)c1ccccc1)c1ccccc1 (centres undefined)	97	90	71	88	80	91	89	96	99
Cc1ccc2nc(COc3ccc(NC(=S)NC4CCCCC4)cc3)[nH]c2c1	42	126	99	88	97	118	32	114	99
CC(C)(Sc1cc(C(C)(C)C)c(OC(=O)CCC(=O)O)c(C(C)(C)C)c1)Sc1cc(C(C)(C)C)c(OC(=O)CCC(=O)O)c(C(C)(C)C)c1	49	82	61	57	68	108	46	81	91
COC(=O)C1CC(c2ccccc2)N(c2ccccc2)O1 (centres undefined)	101	100	108	103	100	96	106	117	106
O=P(O)(O)OC1C(OP(=O)(O)O)C(OP(=O)(O)O)C(OP(=O)(O)O)C(OP(=O)(O)O)C1OP(=O)(O)O.[Cu+2] (centres undefined)	72	96	97	106	105	136	100	96	104
Nc1ccccc1C(=O)Nc1ccc(Cl)cc1Cl	94	86	93	96	79	68	91	103	106
COc1cc2nc(-c3ccc(Cl)cc3)cc(OCCCN3CCOCC3)c2cc1OC	64	65	22	73	54	38	30	67	44
N#Cc1c2c([nH]c(=O)c1C(N)=O)CCCC2	103	100	95	98	92	109	105	108	111
O=C(N1CCCCC1)N1CCCCC1	101	106	106	100	105	90	105	98	104
N#CC(C#N)=CNc1ccccc1C(=O)NCCCn1ccnc1	104	106	103	96	94	94	103	107	107
ClC(Cl)c1nc(-c2ccccc2)n2nc(-c3ccccc3)cc2n1	0.6*	-35*	1.2*	6.6*	17	-38*	-32*	-82*	-12*
COC1=CC(=O)OC(C)(c2ccccc2)C1 (centres undefined)	93	106	110	107	98	85	110	nt	114
Cc1ccc2[nH]c(O)c(N=NC(=O)Cc3c[nH]c4ccccc34)c2c1	91	96	103	97	90	nt	99	103	112
COCC(=O)CC(C)=O	101	105	61	113	102	90	102	104	106
COc1ccc(C2C=C(C)N=C3SC(C)=NN32)cc1 (centres undefined)	101	107	110	96	90	91	120	114	131
CC1CCC2(CC1)N=C(N)N=C(N)N2c1ccc(S(N)(=O)=O)cc1 (centres undefined)	97	104	105	96	106	79	107	110	104
Cc1cc(NC(=O)CSCC(=O)O)no1	96	102	98	nt	99	102	107	113	112
COc1ccc(OC)c(-c2cc(-c3ccc(Cl)cc3)c(C#N)c(N)n2)c1	96	107	85	105	nt	94	100	99	113
O=C(/C=C(O)/C=C/c1ccc(F)cc1)/C=C/c1ccc(F)cc1	96	97	105	96	97	88	102	108	104

Assay outcomes: PubChem, NCI
